High-throughput results from PubChem.
Mtb RmlCD inh: M. tuberculosis RmlC/RmlD inhibition. 160,000 compounds, 0.03% hits. inhibition, % at 3.6 µM. RmlC+RmlD coupled enzyme assay, percent inhibition; primary screen in compound mixtures. P9WH09+P9WH11; in the data active means inhibition mostly above about 34%, no sharp cut-off; further: some results filed as inactive read as strong as hits
Target sequence (P9WH09 whole entry, looked up): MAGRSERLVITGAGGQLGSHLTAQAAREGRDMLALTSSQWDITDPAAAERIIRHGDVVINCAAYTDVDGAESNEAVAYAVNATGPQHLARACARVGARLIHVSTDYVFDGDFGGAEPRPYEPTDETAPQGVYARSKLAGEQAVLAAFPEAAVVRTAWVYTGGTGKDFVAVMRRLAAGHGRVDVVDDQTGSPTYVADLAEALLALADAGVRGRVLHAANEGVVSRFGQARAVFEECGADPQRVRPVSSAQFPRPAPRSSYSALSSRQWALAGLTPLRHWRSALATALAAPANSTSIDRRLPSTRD
Target sequence (P9WH11 whole entry, looked up): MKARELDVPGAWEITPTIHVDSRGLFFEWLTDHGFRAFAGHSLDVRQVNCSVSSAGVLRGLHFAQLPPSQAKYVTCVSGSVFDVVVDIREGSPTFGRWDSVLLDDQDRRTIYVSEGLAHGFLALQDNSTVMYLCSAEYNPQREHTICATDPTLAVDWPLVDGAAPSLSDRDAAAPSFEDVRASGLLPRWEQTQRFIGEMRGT
GlmU inhibition: inhibition of mycobacterial GlmU enzyme – biochemical, glucosamine-1-phosphate acetyltransferase (AID 1376); 220,000 compounds, 0.25% hits; inhibition, %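 (tested at 30 µM in the primary screen)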; hits with a dose series show IC50 in µM; M. tuberculosis GlmU acetyltransferase enzyme assay; higher % means a stronger effect; in the data active means inhibition above about 13%;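 further: 0% = complete reaction with vehicle and 100% = reaction without substrate; strong numbers were not always called active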
* = called active by the depositor; x = not tested or not shown. A portion of the library (hit frequency here may not be typical).

SMILES	Mtb RmlCD inh	GlmU inhibition
C=CCn1cc(C(=O)OC)c(=O)c2cc(S(=O)(=O)N3CCCCCC3)ccc21	4	0.2%
CCO[C@H]1OC(C(=O)NC2CC2)=C[C@@H](C)[C@@H]1CCCO	x	-1.3%
C[C@H](NC(=O)OC(C)(C)C)c1nnc(SCC(=O)Nc2ccc(Br)cc2)o1	11	x
COc1ccc2c(c1)NC1(O)c3ccccc3C(=O)C21O (stereo unspecified)	x	1.4%
O=C(O)c1cnc(-c2ccccc2)nc1Oc1ccc(Cl)cc1	x	-4.5%
COc1ccc(Br)cc1-c1noc(-c2ccncc2)n1	71	-3.5%
Cc1cccc(-c2nnc(NC(=O)c3cccs3)s2)c1	x	-2.6%
COC(=O)C1CCN(C(=O)COC(=O)c2ccc(OC)c(S(=O)(=O)N3CCCc4ccccc43)c2)CC1	x	-1.4%
Cc1cc(C)c(C)c(OCC(=O)NCc2nc(-c3ccccc3)no2)c1	-9	0.9%
O=C1CC(N2CCC(n3c(=O)[nH]c4ccccc43)CC2)C(=O)N1c1ccc(F)cc1 (stereo unspecified)	x	-0.9%
CC(/C=N/NC(=O)c1cc(-c2ccccc2)nc2ccccc12)=C\c1ccco1	x	2.2%
CCn1c(Cc2ccccc2)nnc1SCC(=O)Nc1ccc(N)cc1	x	1.2%
CCc1ccc(NC(=O)C2CCCN2S(=O)(=O)c2ccc3c(c2)n(C)c(=O)c(=O)n3C)cc1 (stereo unspecified)	x	2.7%
COc1ccccc1NC(=O)N1CCN(c2ccccc2F)CC1	-10	5.7%
CC(C)C(=O)NC(c1ccco1)c1c(O)ccc2ccccc12 (stereo unspecified)	8	0.5%

2 records picked at random from those above:
SMILES	Mtb RmlCD inh	GlmU inhibition
O=C(O)c1cnc(-c2ccccc2)nc1Oc1ccc(Cl)cc1	x	-4.5%
COc1ccc2c(c1)NC1(O)c3ccccc3C(=O)C21O (stereo unspecified)	x	1.4%

The list continues.
SMILES	Mtb RmlCD inh	GlmU inhibition
O=C(NC(=O)c1c(F)cccc1F)Nc1ccccc1SC(F)F	-4	-0.6%
CNC(=O)COc1ncnc2sccc12	x	5.5%
CCc1nnc(NC(=O)C2CCN(c3nc(C)cc(C)n3)CC2)s1	4	-0.6%
O=C(NC1CC1)c1c[nH]c2ccc(S(=O)(=O)Nc3cccc(C(F)(F)F)c3)cc2c1=O	x	1.5%
O=C1C(=O)c2ccccc2-c2ccccc21	-5	2.3%
O=C(NCCCO)/C(=C/c1ccco1)NC(=O)c1ccc(Br)o1	x	2.5%
Cc1ccc(-c2ccc(SCC(=O)NCC3CCCO3)nn2)cc1 (stereo unspecified)	7	-8.4%
COc1cc2c(cc1C=O)OC(C)C2 (stereo unspecified)	2	2.6%
O=C(NCc1ccccn1)c1cnc2sccn2c1=O	x	7.4%
COc1ccc(/C=N/NC(=O)c2ccc3c(c2)OCCO3)cc1[N+](=O)[O-]	14	-2.3%
Cc1ccc(C(C(=O)NCc2ccco2)N(C(=O)CNC(=O)c2cccs2)c2c(C)cc(C)cc2C)cc1 (stereo unspecified)	12	-3.3%
Cc1oc(CC(C)C)cc1C(=O)NCCCC(=O)O	1	2.2%
CN(C)CCOC(=O)Cc1ccc(Cl)cc1	10	2.3%
Cn1cnnc1SCC(=O)NC(=O)NC1CCCC1	10	3.0%
COc1ccc(C(=O)OCC(=O)NC(=O)NC2CCCC2)c(OC)c1	1	7.4%

Structural class: those above containing four or more nitrogen atoms.
SMILES	Mtb RmlCD inh	GlmU inhibition
C[C@H](NC(=O)OC(C)(C)C)c1nnc(SCC(=O)Nc2ccc(Br)cc2)o1	11	x
O=C1CC(N2CCC(n3c(=O)[nH]c4ccccc43)CC2)C(=O)N1c1ccc(F)cc1 (stereo unspecified)	x	-0.9%
CCn1c(Cc2ccccc2)nnc1SCC(=O)Nc1ccc(N)cc1	x	1.2%
CCc1ccc(NC(=O)C2CCCN2S(=O)(=O)c2ccc3c(c2)n(C)c(=O)c(=O)n3C)cc1 (stereo unspecified)	x	2.7%
CCc1nnc(NC(=O)C2CCN(c3nc(C)cc(C)n3)CC2)s1	4	-0.6%
O=C(NCc1ccccn1)c1cnc2sccn2c1=O	x	7.4%
Cn1cnnc1SCC(=O)NC(=O)NC1CCCC1	10	3.0%

Additional results
SMILES	Mtb RmlCD inh	GlmU inhibition
Cc1cccc(N2C(N)=C(C#N)C(C#N)(C#N)C2c2ccccc2)c1 (stereo unspecified)	62	-3.6%
Cn1cc(C=C2C(=O)OC3(CCCCC3)OC2=O)c2ccccc21	8	-5.8%
COc1ccc(N(C(=O)/C=C/c2ccc(OC)c(OC)c2)C2=CC3CCC(C2)N3C)cc1 (stereo unspecified)	0	-3.4%
Cc1cc(C(=O)CSc2nnnn2-c2ccccc2)c(C)n1-c1ccc2c(c1)OCO2	24	2.9%
c1ccc2c(NCC3CCCO3)nc(N3CCCCC3)nc2c1 (stereo unspecified)	-7	5.9%
COc1ccc(Cn2nnnc2CN2CCOCC2)cc1	7	-2.7%
O=C(CNCC1CCCO1)Nc1ccccc1N1CCCCCC1 (stereo unspecified)	1	0.4%
Cc1ccc(-c2csc(NC(=O)N3CCOCC3)n2)cc1	-12	3.4%
CCOC(=O)c1c(NC(=O)C2C3C=CC(C3)C2C(=O)O)sc2c1CC(C)CC2 (stereo unspecified)	-10	-3.0%
Cn1nnnc1SCC(=O)Nc1ccccc1Cc1ccccc1	-9	-1.6%
COc1ccc(-c2cc(-c3ccccc3)nc(SCC(=O)Nc3nccs3)c2C#N)cc1	-8	-6.7%
Cc1ccc(C)c(Cn2c(CO)nc3ccccc32)c1	12	-6.0%
COC(=O)C(Cc1ccccc1)NC(=O)CSc1nc(N)cc(=O)[nH]1 (stereo unspecified)	-9	0.5%
COc1nc(-c2cccc([N+](=O)[O-])c2)nc2ccccc12	7	6.0%
O=C(Nc1ccccc1)C1=C(O)CC(c2ccco2)CC1=Nc1ccccc1 (stereo unspecified)	4	0.6%

A second format for 4 compounds above.
Cc1oc(CC(C)C)cc1C(=O)NCCCC(=O)O
  Mtb RmlCD inh: 1; GlmU inhibition: 2.2%

O=C(O)c1cnc(-c2ccccc2)nc1Oc1ccc(Cl)cc1
  Mtb RmlCD inh: x; GlmU inhibition: -4.5%

O=C(CNCC1CCCO1)Nc1ccccc1N1CCCCCC1 (stereo unspecified)
  Mtb RmlCD inh: 1; GlmU inhibition: 0.4%

COC(=O)C1CCN(C(=O)COC(=O)c2ccc(OC)c(S(=O)(=O)N3CCCc4ccccc43)c2)CC1
  Mtb RmlCD inh: x; GlmU inhibition: -1.4%

(list continues)
SMILES	Mtb RmlCD inh	GlmU inhibition
CCOP(=O)(OCC)C(NC(=O)c1ccc(OC)c(OC)c1)c1ccccc1 (stereo unspecified)	18	-1.1%
COC(=O)Cn1c(=O)c(C(=O)CCl)c(N)n(Cc2ccccc2)c1=O	4	-2.5%
Cc1cc(OCc2cc(C(=O)O)oc2C)c2c3c(c(=O)oc2c1)CCCC3	x	4.5%
Cc1ccc(C(=O)NC2CCN(CC(=O)Nc3cccc([N+](=O)[O-])c3)CC2)cc1	2	-1.8%
COc1ccc(N(CC(=O)N/N=C(\C)CCc2ccccc2)S(=O)(=O)c2ccc(C)cc2)cc1	0	-0.6%
Cc1cc(C)nc(Nc2ccc(N3CCOCC3)cc2)n1	-6	-2.8%
CCc1ccc(C2c3[nH]c4ccccc4c3CCN2C(=O)c2ccc(=O)n(C)n2)cc1 (stereo unspecified)	0	-0.5%
NC(CCCCCP(=O)(c1ccccc1)c1ccccc1)C(=O)O (stereo unspecified)	18	0.4%
O=C(Nc1ccc(N2CCCCC2)cc1)c1ccc2c(c1)OCCO2	13	-1.4%
COC(=O)C1(C)NC(c2ccco2)C2C(=O)N(c3ccc(C)cc3)C(=O)C21 (stereo unspecified)	x	2.9%
COC(=O)c1ccc(OC(=O)C2CC(=O)N(c3cccc(C)c3)C2)cc1 (stereo unspecified)	-3	-0.8%
C/C(=N\N=C(/N)SC1CC(=O)N(c2ccccc2)C1=O)c1cccs1 (stereo unspecified)	-4	1.2%
O=C1NN(c2ccccc2)C(=O)/C1=C/c1cccs1	9	4.1%
CN(c1ccc(OCC(=O)OCC(=O)Nc2ccc(F)cc2)cc1)S(=O)(=O)c1ccc(Cl)cc1	-3	-3.1%
Cc1c(C(=S)Nc2ccccc2)cnn1-c1ccccc1	-2	x
COc1ccc(NC(=O)c2ccc(C)cc2)c(OC)c1	7	2.0%
O=C(N/N=C/C(Br)=C/c1ccccc1)C(O)c1ccccc1 (stereo unspecified)	9	-5.1%
Cc1cc(/C=N/NC(=O)c2nn(C)cc2Cl)c(C)n1-c1cccc(Br)c1	x	4.0%
CCOC(=O)c1nnn2c1nc(N(CC)CC)c1ccccc12	2	-2.1%
Nc1nonc1-n1nnc(C(=O)c2ccccc2)c1-c1ccccc1	55	0.7%
CCN1C/C(=C\c2cccc(C)c2)c2nc3ccccc3c(C(=O)O)c2C1	18	-5.4%
COc1ccc(N(C)S(=O)(=O)c2c(C)[nH]c(=O)[nH]c2=O)cc1	x	-1.6%
O=C(OCc1c(F)cccc1Cl)c1cnccn1	28	-0.1%
CCC(C(=O)Nc1ccc(C(C)C)cc1)c1ccccc1 (stereo unspecified)	9	2.5%
N=C1c2ccccc2CN1NC(=O)c1cccc(S(=O)(=O)N2CCCC2)c1	-7	4.6%
COc1ccc(Nc2ncnc3c2oc2ccccc23)cc1	x	-3.7%
Cc1ccc(NC(=S)N/N=C/c2ccc(OCCC(C)C)cc2)c(C)c1	7	x
COc1ccc(N2CCN(CCCN)CC2)cc1	x	-4.0%
C=CCNC(=O)CSc1nnc(C(CC)N(C)C)n1C1CCCCC1 (stereo unspecified)	4	2.8%
CCOc1cc(C=O)ccc1OCC(=O)N1CCCC1	6	-2.6%
CCOC(=O)C1(Cc2cccc(OC)c2)CCN(CC(O)CO)CC1 (stereo unspecified)	2	2.1%
CCCNC(=O)c1onc(CSc2ccc(Cl)cc2)c1C(=O)NCCOC	x	5.7%
COc1ccc(OC)c(C2Nc3nc4ccccc4n3C(C)=C2C(=O)Nc2ccc(C)cc2C)c1 (stereo unspecified)	2	-0.4%
O=C(c1cc2c(s1)-c1ccccc1OC2)N1CCCC1	14	3.6%
CCN(CC(=O)Nc1ccc(C)c(F)c1)CC(=O)NC(C)(C)C	x	-7.2%
Cc1cccc(OCc2nnc(SCC(=O)N3CC(=O)Nc4ccccc43)o2)c1	x	-4.7%
Cc1cc(NC(=O)c2cccc(S(=O)(=O)N3CC(c4ccccc4)CC3=O)c2)no1 (stereo unspecified)	4	0.7%
Cc1cccc(NC(=S)NCC(c2cccnc2)N2CCOCC2)c1 (stereo unspecified)	16	0.2%
Cc1ccc2nc(-c3ccc(NC(=S)NCCC(C)C)cc3)sc2c1	x	-0.1%
CCN(CC)S(=O)(=O)c1ccc(/C=C/C(=O)OCC(=O)N(C)C)cc1	15	4.3%
O=C1c2ccccc2C(=O)c2c(Nc3ccc(CCO)cc3)ccc(O)c21	-6	-3.0%
c1ccc(-c2nc3ccccc3[nH]2)nc1	x	1.4%
CN1Cc2ccccc2CC1CNCc1c(C(=O)N2CCCC2)nc2ccccn12 (stereo unspecified)	-8	-2.8%
COc1ccc(/C=C(/NC(=O)c2cccs2)C(=O)Nc2ccc(C)cc2)cc1OC	-4	-2.5%
O=C(NC1CC1)C1=C[C@@H](C2CC2)C[C@@H](OCCCCO)O1	x	-5.7%
CC(C)c1ccc(-n2c(O)c(/C=N/NC(=O)c3ccncc3)c(=O)[nH]c2=O)cc1	7	-5.2%
O=C(NCCN1CCN(C(=O)C(c2ccccc2)c2ccccc2)CC1)C(=O)Nc1ccccc1	x	2.0%
CCOC(=O)C1CCCN(C(=O)Cc2c(F)cccc2Cl)C1 (stereo unspecified)	-10	0.9%
COc1ccc(N(CC(=O)Nc2ccccc2C)S(=O)(=O)c2ccccc2[N+](=O)[O-])c(OC)c1	-7	-3.6%
COc1ccc(NC(=O)/C(=C\c2cccs2)NC(=O)c2ccco2)cc1	20	1.5%
C/C(=C\C(=O)c1ccc(F)cc1)Nc1ccc(N2CCOCC2)cc1	19	4.6%
Brc1c(CSc2nnc(-c3ccco3)o2)nc2ccccn12	12	2.0%
O=P(O)(CCc1ccccc1)CN1CCCCC1	-6	0.8%
COc1cccc(C(=O)N/N=C(\CC(C)C)c2ccccc2)c1	11	-6.0%
CSc1ccc(CN(C)CC(=O)Nc2ccccc2Br)cc1	6	-3.9%
CCOC(=O)Cc1csc(NC(=O)c2csc(C)c2)n1	-6	4.2%
COc1ccccc1CNC(=O)CN1CCN(S(=O)(=O)c2cccs2)CC1	-11	6.3%
COC1=C/C(=C/c2c(N)n3c(nc2=O)sc2cc(S(C)(=O)=O)ccc23)C=CC1=O	-16	11%
Cc1cccc2cc(CN(Cc3cccs3)C3(c4nnnn4C4CCCC4)CCCC3)c(=O)[nH]c12	8	-2.1%
COc1cccc(CN(C(=O)Cc2c[nH]c3ccccc23)C(C(=O)NC2CCCCC2)c2cccs2)c1 (stereo unspecified)	6	3.8%
Additional structures follow.
SMILES	Mtb RmlCD inh	GlmU inhibition
CC(C)(C)N1C(=O)Cc2c1nc(N)c1c(N)nc(N3CCCCC3CO)c(C#N)c21 (stereo unspecified)	24	-0.6%
CCCCOc1cccc(-c2nnc(NC(=O)CSc3ccc(C)cc3)s2)c1	16	-5.7%
O=C(NC1CCCCC1)N1CCC(n2cnc3ccccc32)CC1	x	3.6%
C/C(=C\C(=O)c1ccc(Br)cc1)N1CCCCC1	x	-1.2%
CCc1ccc(OCC(=O)NC(=S)Nc2ccc(Br)c(C)n2)cc1	4	1.2%
COc1ccc(C(=O)NCCSCc2ccco2)cc1OC	16	7.2%
O=C(NC(C(=O)c1ccccc1)n1c(=O)cc[nH]c1=S)c1ccccc1 (stereo unspecified)	x	1.2%
O=C(Nc1cnn(Cc2ccc(Cl)cc2)c1)c1cccs1	x	-6.0%
Cc1cccc(NC(=S)NCc2cccs2)c1C	x	-2.1%
O=C1CC(C(=O)N2CCN(c3ccc(F)cc3)CC2)CN1CCc1ccccc1 (stereo unspecified)	3	8.5%
